CSN deneddyl inh – inhibitors of human CSN-mediated cullin deneddylation; Q92905; Purified CSN, SCF-Nedd8-OG deneddylation, fluorescence polarization; inhibition, % at 12.5 µM; 360,000 compounds, 0.38% hits;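 active = pattern-corrected inhibition above about 35%, with an unprinted fluorescence ratio check between 0.5 and 1.5, limit read from the data, passing the limit was not always enough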;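 note: 0% = enzyme with substrate and 100% = substrate without enzyme; some results filed as inactive read as strong as hits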
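Detection – fluorescence polarization · System – HEK293T-derived human Csn5 enzyme · Controls – substrate-only high control, full reaction low control · Timing – 90 min, room temperature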
NadD block – inhibitors of Staphylococcus aureus NadD. inhibition, % at 20 µM. 360,000 compounds, 0.78% hits. purified NadD enzyme, colorimetric absorbance read-out; in the data active = inhibition above about 26%; note: some compounds past the cut are filed as inactive
TbMetRS inhib – blocks T. brucei methionyl-tRNA synthetase activity; 360,000 compounds, 0.4% hits; inhibition, % at 11.9 µM; purified T. brucei MetRS, ATP depletion, Kinase-Glo luminescence;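 active = inhibition above a per-plate cutoff of the control wells' mean inhibition plus 3 SD, cut at about 5.5% in these data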;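 note: 0% = DMSO wells median and 100% = median of wells with control inhibitor compound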
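Assay system: T. brucei methionyl-tRNA synthetase, purified | Medium: HEPES buffer with MgCl2, KCl, DTT, spermine, BSA, pyrophosphatase | Compound: 11.9 µM single point | Incubation: 15 min enzyme-compound preincubation, 2 h reaction, 10 min detection, 25 °C | Measured by: Kinase-Glo luciferase luminescence reporting remaining unconsumed ATP | Measure: % inhibition normalized to control-well medians | Replication: Singlicate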
STEP block – STEP (human) phosphatase inhibition. inhibition, % at 20 µM. 360,000 compounds, 0.25% hits. P54829. AID 588621. recombinant STEP, OMFP fluorogenic substrate, fluorescence;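 active = inhibition at 20 µM, scaled per plate between control wells, above about 37%, limit read from the data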;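 note: 0% = DMSO with enzyme and substrate and 100% = substrate only without enzyme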
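Assay system: isolated STEP enzyme / Timing: 20 min at room temperature, dark / Doses: 20 µM, 1% DMSO / Technique: fluorescence intensity, excitation 480 nm, emission 540 nm / Reagent: fluorogenic phosphatase substrate OMFP at 25 µM final / Measure: percent inhibition scaled to no-enzyme and uninhibited-enzyme controls, plate-pattern corrected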
Scp-1 inhibitor – inhibitors of human Scp-1 phosphatase; Recombinant Scp1, phosphopeptide, malachite green phosphate absorbance; inhibition, % at 20 µM; 340,000 compounds, 0.88% hits;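 active = inhibition above about 50% at 20 µM, limit read from the data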;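 note: plate controls were DMSO wells with enzyme for no effect and wells lacking enzyme for full effect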
Target sequence (Q9GZU7 76-261 limits assumed): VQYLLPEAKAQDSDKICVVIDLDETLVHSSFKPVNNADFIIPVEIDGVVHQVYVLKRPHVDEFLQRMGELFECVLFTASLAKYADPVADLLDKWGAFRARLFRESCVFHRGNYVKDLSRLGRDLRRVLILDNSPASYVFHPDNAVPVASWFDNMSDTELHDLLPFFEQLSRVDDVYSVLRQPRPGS
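Material – SCP-1 phosphatase catalytic domain, residues 76-261 · Buffer or medium – Acidic Tris acetate buffer with magnesium and detergent · Also added – Phospho 17-mer peptide substrate · Compound – single 20 µM dose, 1% DMSO · Times – 45 min room-temperature reaction, 5 min colour, 30 min stabiliser · Technique – Phosphate-binding colour reagent, absorbance read at 630 nm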
Rpn11 block – blocks the human proteasome subunit Rpn11. human 26S proteasome, Ub4-pepOG fluorescence polarization; 20S core pre-blocked with epoxomicin. O00487. calls only at 20 µM. 360,000 compounds, 0.59% hits. AID 588493;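 active = inhibition at 20 µM, scaled to each plate's controls, above about 33%, limit read from the data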
Target sequence (O00487 whole entry, looked up): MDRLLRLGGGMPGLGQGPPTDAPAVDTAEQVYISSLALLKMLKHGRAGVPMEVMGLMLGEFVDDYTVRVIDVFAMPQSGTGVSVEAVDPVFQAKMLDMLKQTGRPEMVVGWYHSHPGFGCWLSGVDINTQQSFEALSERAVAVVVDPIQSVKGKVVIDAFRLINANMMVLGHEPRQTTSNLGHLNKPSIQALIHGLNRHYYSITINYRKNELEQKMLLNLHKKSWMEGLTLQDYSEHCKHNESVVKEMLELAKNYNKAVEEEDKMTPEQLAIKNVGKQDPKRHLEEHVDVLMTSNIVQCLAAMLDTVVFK
DNMT1 inh – blocks human DNA methyltransferase DNMT1. P26358. DNMT1 molecular beacon, Hinp1I cleavage, fluorescence. inhibition (reported as % activation of signal), % at 10 µM. 360,000 compounds, 0.83% hits; in the data active = inhibition above about 50%
LMPTP inh – blocks human LMPTP phosphatase. P24666. 360,000 compounds, 0.22% hits. recombinant LMPTP-A, OMFP fluorogenic substrate, fluorescence intensity. inhibition, % at 20 µM. AID 651560;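 active = compounds that cut the enzyme signal by at least half of the control window in the single-dose screen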;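 note: plate controls were DMSO wells with enzyme plus substrate for no effect and substrate without enzyme for full effect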
Target sequence (P24666 whole entry, looked up): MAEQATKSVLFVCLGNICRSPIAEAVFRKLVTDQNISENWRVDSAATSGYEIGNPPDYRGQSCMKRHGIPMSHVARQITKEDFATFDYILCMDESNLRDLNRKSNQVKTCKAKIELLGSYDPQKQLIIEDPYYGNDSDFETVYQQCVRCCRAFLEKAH
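Test system: LMPTP-A phosphatase enzyme; input: 0.625 nM LMPTP-A final; reagent: OMFP substrate, 400 µM final; compound dosing: 20 µM single dose, 3% DMSO; incubation: 50 min dark incubation at room temperature; measured by: endpoint fluorescence intensity from OMFP dephosphorylation; measure: % inhibition relative to no-enzyme and uninhibited control wells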
SUMO1-SIM PPI – SUMO1-SIM interaction modulation. SUMO1 binding to a labelled peptide, TR-FRET, 1 h. inhibition, % at 20 µM. 360,000 compounds, 0.33% hits. AID 602429; in the data active = inhibition above about 37%
Target sequence (P63165 whole entry, looked up): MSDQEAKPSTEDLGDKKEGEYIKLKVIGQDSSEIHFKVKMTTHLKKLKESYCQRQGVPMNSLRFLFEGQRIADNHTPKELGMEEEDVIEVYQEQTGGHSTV
MLLE-PAM2 inh – inhibitors of microRNA-mediated deadenylation, human PABP1 MLLE binding; P11940; GST-MLLE / FITC-PAM2 fluorescence polarization; inhibition, % at 20 µM; 360,000 compounds, 0.36% hits; AID 588489; in the data active = inhibition above about 35%, passing the limit was not always enough;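 note: plate controls were DMSO wells with GST-MLLE for no effect and wells lacking GST-MLLE protein for full effect; some results filed as inactive read as strong as hits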
Starred values were filed as active, the others as inactive; i = inactive.

No.	structure	CSN deneddyl inh	NadD block	TbMetRS inhib	STEP block	Scp-1 inhibitor	Rpn11 block	DNMT1 inh	LMPTP inh	SUMO1-SIM PPI	MLLE-PAM2 inh
1	CCN(CC)S(=O)(=O)c1ccc(NS(=O)(=O)c2ccc(OC)c([N+](=O)[O-])c2)cc1	-13	0	-0.5	-1	17	i	7	-1.0	-2	2
2	COc1ccc(C(=O)C/C(=C\C(=O)c2ccc(C)cc2)c2ccccc2)cc1	-2	5	-0.1	2	-6	i	-3	4.3	-4	-1
3	O=C(COc1ccc(F)cc1)Nc1ccccc1N1CCOCC1	1	1	0.3	-1	-6	i	1	0.7	6	-4
4	CCOc1cccc(NC(=O)c2ccc(S(=O)(=O)N(C)C)cc2)c1	1	1	0.4	3	-13	i	-2	1.0	3	-2
5	CN(C)C1=NCCN1CCCC1CCCC1	1	-3	-0.3	1	-2	i	3	-2.7	0	-2
6	COc1ccc(Nc2nc(-c3ccccc3)c(C(=O)Nc3cccnc3)s2)cc1	-2	2	-0.4	-3	-3	i	-4	0.5	-6	-4
7	CCN(CC)C(=S)NC(=O)c1ccc(Cl)cc1Cl	-1	2	-0.7	-3	-4	i	-2	-1.3	2	30
8	O=S1(=O)N=C(Nc2ccc(N3CCOCC3)cc2)c2ccccc21	-3	3	0.1	-4	-6	i	-3	-0.9	-3	4
9	COCCCNC(=O)Cn1c(=O)oc2cc(S(=O)(=O)N3CC(C)CC(C)C3)ccc21 (stereo not drawn)	-1	0	-0.1	-1	-3	i	1	-1.1	1	-2
10	O=C(Nc1cccc(Cl)c1)c1ccccc1NC(=O)C1CCCCC1C(=O)O (stereo not drawn)	-1	-5	-0.2	2	-12	i	1	-1.4	4	12
11	COc1ccc(OCCC(=O)OCC(=O)NCc2ccco2)cc1	1	7	0.3	5	86*	i	38	3.4	4	-7
12	NNC(=S)NC1CC2CC1C1C=CCC21 (stereo not drawn)	-3	8	0.9	1	-7	i	-3	-0.6	4	-68
13	CC1(c2cccs2)CC(c2cccs2)=C(C#N)C(=O)N1 (stereo not drawn)	-4	-4	-1.2	-4	6	i	8	-0.1	-18	5
14	Cc1c(C(N)=O)c(N)c(C(=O)c2ccccc2)n1-c1ccccc1	-1	-1	-0.3	-3	-11	i	-4	-5.8	-3	14
15	CCC(C)C(NC(=O)C1CCC(C)CC1)C(=O)Nc1cc(OC)ccc1OC (stereo not drawn)	0	-6	0.8	-5	-1	i	-18	-0.1	-1	-2
16	CN(c1ccc(C(=O)Nc2ccc(S(=O)(=O)N3CCCC3)cc2)cc1)S(C)(=O)=O	-13	-3	0.3	-1	-9	i	-4	0.1	6	3
17	Cn1c(CN2CCCC(C(=O)c3ccc4c(c3)OCO4)C2)nc2ccccc21 (stereo not drawn)	-3	-4	6.4*	0	-10	i	0	-1.5	2	11
18	CCOCCCNC(=O)C1(O)c2ccccc2NC(=O)N1c1ccc(Cl)cc1 (stereo not drawn)	1	-2	-0.4	-3	-10	i	3	0.0	2	-5
19	C/C(=N\NC(=O)CSc1nnc(C)s1)c1ccc(O)cc1	1	-7	0.0	-2	-8	i	4	-1.4	0	12
20	COc1ccc(/C=C(/NC(=O)c2ccccc2)C(=O)NCc2ccncc2)cc1	4	1	-0.3	1	4	i	0	-0.6	-7	-4
21	CC1Cc2ccccc2N1C(=O)COC(=O)c1ccccc1NCCO (stereo not drawn)	7	2	-0.8	-1	-5	i	-4	-0.6	-10	12
22	CCCCNC(=S)N(C)/N=C/c1ccccc1F	-10	-7	-0.4	0	-11	i	5	2.4	-4	-105
23	CCC(Oc1ccccc1)C(=O)NC1CCSC1=O (stereo not drawn)	5	-1	-0.2	-8	-2	i	-1	-0.6	0	-5
24	CCN(C(=O)CSc1ncnc2sccc12)c1c(N)n(Cc2ccccc2)c(=O)[nH]c1=O	5	2	0.1	-1	-5	i	-2	0.0	7	-17
25	CCN(CC)S(=O)(=O)c1ccc(NC2c3ncccc3C(=O)N2Cc2ccccc2)cc1 (stereo not drawn)	-1	-3	-0.1	23	-4	i	-5	-0.4	-1	0

Reprinted at random: 2 compounds from above
No.	structure	CSN deneddyl inh	NadD block	TbMetRS inhib	STEP block	Scp-1 inhibitor	Rpn11 block	DNMT1 inh	LMPTP inh	SUMO1-SIM PPI	MLLE-PAM2 inh
16	CN(c1ccc(C(=O)Nc2ccc(S(=O)(=O)N3CCCC3)cc2)cc1)S(C)(=O)=O	-13	-3	0.3	-1	-9	i	-4	0.1	6	3
22	CCCCNC(=S)N(C)/N=C/c1ccccc1F	-10	-7	-0.4	0	-11	i	5	2.4	-4	-105

Next records:
No.	structure	CSN deneddyl inh	NadD block	TbMetRS inhib	STEP block	Scp-1 inhibitor	Rpn11 block	DNMT1 inh	LMPTP inh	SUMO1-SIM PPI	MLLE-PAM2 inh
26	Cc1ccc(-c2nnc(SCCC(=O)N3CCOCC3)o2)cc1	4	-3	-1.0	2	9	i	0	0.2	-2	-127
27	COc1cccc(NC(=O)CCS(=O)(=O)c2ccc(Br)cc2)c1	-5	-9	-0.4	-3	-11	i	0	0.8	-1	-10
28	CCOc1cc(/C=N/NC(=O)COc2ccc(C)cc2)ccc1OC(=O)c1cccs1	-7	-1	-0.8	-4	-13	i	-7	4.3	1	-1
29	Cc1ccccc1Cn1nc(C)c(NC(=O)/C=C/c2cnn(C)c2C)c1C	-8	-5	-0.8	-3	-5	i	6	-1.1	4	1
30	O=C(/C=C/c1ccc(OC(F)F)cc1)OCC(=O)N1CCc2ccccc21	2	6	-0.5	1	10	i	3	-1.2	1	-68
31	O=C(CN1CCC(NC(=O)c2cccc(F)c2)CC1)NCc1ccccc1F	-2	1	-0.8	-5	-4	i	-4	-1.1	-4	-14
32	O=C(NCCc1ccccc1)c1ccc2c(c1)S(=O)(=O)c1ccccc1C2=O	3	-8	0.4	-3	-9	i	-3	3.1	-33	-7
33	O=C(/C=C/c1ccccc1)COC(=O)c1ccccc1	8	-1	0.2	-1	-7	i	7	2.1	0	-12
34	COc1cccc(CN(C)C(=O)c2ccc(Cl)c(S(=O)(=O)N3CCCCCC3)c2)c1OC	-3	2	-0.6	0	-8	i	-2	-0.2	2	8
35	Nc1c(N(CCC2=CCCCC2)C(=O)COc2ccc(F)cc2Cl)c(=O)[nH]c(=O)n1Cc1ccccc1	8	17	0.3	3	-10	i	54*	-2.1	2	-7
36	CC(C)N(C(=O)CN(C#N)c1nc(N(C)C)nc(N(C)C)n1)c1ccccc1	3	0	-1.2	-1	-11	i	8	-1.9	11	-78
37	COc1ccccc1CNC(=O)C1CCN(S(=O)(=O)c2ccc3c(c2)CC(C)N3C(C)=O)CC1 (stereo not drawn)	3	-3	-0.4	-3	-6	i	0	-1.7	6	0
38	CCc1oc(C(=O)O)cc1CN(CC)CC	-2	-1	-1.6	0	-8	i	1	-2.0	0	0
39	Cc1nnc(SCC(=O)NCc2ccco2)n1-c1ccccc1	-4	0	-0.5	-3	-4	i	0	-2.4	3	-5
40	CC(C)c1cc(NCCN2CCOCC2)n2c(nc3ccccc32)c1C#N	-1	-1	-0.2	0	-12	i	-1	-0.7	0	8
41	CC(C)c1ccc(-c2nc(N3CCCCCC3)nc3n[nH]c(N)c23)cc1	4	13	-0.8	-3	13	i	-6	3.0	0	4
42	CCOC(=O)NC(=O)CSc1nnnn1-c1ccc(Cl)cc1	3	2	0.1	2	-3	i	-2	-0.4	-4	-9
43	Cc1c(C(=O)N(C)C2CC(C)(C)NC(C)(C)C2)oc2c(F)cccc12	0	-4	-0.4	-3	1	i	1	0.2	1	4
44	COc1cc(CC(=O)OCC(=O)NC(C)c2ccccc2)cc(OC)c1OC (stereo not drawn)	4	-1	-0.7	1	-2	i	3	1.0	0	6
45	CC(C)Nc1nc(NC(N)=S)nc(NC(C)C)n1	4	0	-0.3	-1	-12	i	2	-0.3	2	-2
46	O=C(Nc1ccc(OCc2ccccc2)cc1)c1cccs1	2	-6	-0.9	-2	-6	i	3	2.1	2	0
47	Cn1c(NCCO)nc2c(c1=O)C1(CCCCC1)Cc1ccccc1-2	0	-8	-0.7	-2	-3	i	0	1.4	8	12
48	COc1ccc(C2OC3=C(Nc4cc(C)c(C)cc4N3)C2=O)cc1 (stereo not drawn)	-1	-6	1.1	-1	-10	i	1	0.1	-10	-6
49	O=C(COc1ccc(Br)cc1)NNC(=O)c1ccc(-n2cncn2)c([N+](=O)[O-])c1	-4	2	20*	0	-9	i	0	0.1	-32	58*
50	Clc1ccc(Cn2ncc3c(N4CCCCC4)ncnc32)cc1	-1	3	-0.9	-3	2	i	-3	-1.1	-1	5
51	COc1ccc(/C=C/C(=O)NCC(=O)N/N=C/c2ccc(OC)cc2)cc1	2	1	-0.9	2	-1	i	0	-1.3	-6	13
52	COc1ccc(OC)c(C2C(C(C)=O)=C(O)C(=O)N2c2ccc(O)cc2)c1 (stereo not drawn)	0	3	0.0	1	-11	i	-3	2.0	-3	3
53	O=C(CNC1CCCCCC1)Nc1ccccc1N1CCOCC1	3	1	-0.5	0	-3	i	-2	-0.7	5	6

Some values from the list:
In SUMO1-SIM PPI, CC(C)c1cc(NCCN2CCOCC2)n2c(nc3ccccc32)c1C#N has 0
In MLLE-PAM2 inh, Cc1c(C(=O)N(C)C2CC(C)(C)NC(C)(C)C2)oc2c(F)cccc12 has 4

Screens from PubChem BioAssay.
